# High-throughput results as filed in PubChem BioAssay.
# HTR2A ag: mouse HTR2A agonism via beta-arrestin recruitment; P35363; CHO-K1 mHTR2A beta-arrestin complementation, luminescence; percent of 30 µM serotonin response; activation, % at 7.6 µM; actives 0.66% (n = 360,000); AID 624169;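 active means activation above a run cutoff, the mean activation of all tested compounds plus 3 SD, cut at about 14% in these data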;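 further: 0% = plate median of compound wells and 100% = 30 µM serotonin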
# Target sequence (P35363 whole entry, looked up): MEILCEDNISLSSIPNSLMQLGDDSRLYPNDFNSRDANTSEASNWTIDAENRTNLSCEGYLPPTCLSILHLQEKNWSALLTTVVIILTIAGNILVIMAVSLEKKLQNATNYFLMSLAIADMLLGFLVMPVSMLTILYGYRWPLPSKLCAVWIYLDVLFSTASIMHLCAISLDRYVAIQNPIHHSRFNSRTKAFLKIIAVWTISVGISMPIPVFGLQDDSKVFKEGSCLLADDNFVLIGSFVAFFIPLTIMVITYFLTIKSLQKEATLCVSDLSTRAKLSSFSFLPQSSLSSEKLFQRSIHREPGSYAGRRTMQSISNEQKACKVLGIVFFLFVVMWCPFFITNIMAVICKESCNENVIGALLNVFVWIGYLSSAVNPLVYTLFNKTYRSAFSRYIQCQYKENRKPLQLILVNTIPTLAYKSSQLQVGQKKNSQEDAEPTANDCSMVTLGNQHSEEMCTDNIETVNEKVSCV
# Cardio protect: myocardial damage modulation in H9c2 cells. protection from H2O2 cell death, % at 20 µM. AID 588492. H9c2 cardiomyocytes, H2O2 injury protection, ATPLite, 2 h. actives 0.63% (n = 360,000);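 active means compounds giving at least 50% protection of heart cells from peroxide-induced death in the single-dose screen, raw or plate-pattern-corrected value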;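 further: 0% = DMSO wells with peroxide and 100% = DMSO wells without peroxide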
# CaV13 ICDI inh: Primary screen for inhibitors of IQ motif and Ca2+-dependent inactivation inhibitor domain binding in CACNA1D, Förster resonance energy transfer in living cells, …. HEK cells, CFP/YFP FRET ICDI-IQ, plate reader, 10 min; percent FRET-ratio fall versus neutral wells. inhibition, % at 12.3 µM. actives 0.098% (n = 340,000). AID 743397;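 active means mean replicate inhibition of at least 30% and at least 1% of replicates passing that level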;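 further: 0% = median of the neutral control wells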
# NR2E3 ag-1: activates human photoreceptor nuclear receptor NR2E3. Q9Y5X4. GST-NR2E3/biotin-RetCOR TR-FRET, 1536-well. actives 0.12% (n = 320,000). inhibition of corepressor binding, % at 4.78 µM. AID 2300;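 active means percent inhibition above the cutoff of mean plus 3 SD of all tested compounds, set per screening campaign, cut at about 20% in these data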;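 further: 0% = DMSO wells and 100% = biotin wells as full block of FRET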
# Target sequence (Q9Y5X4 whole entry, looked up): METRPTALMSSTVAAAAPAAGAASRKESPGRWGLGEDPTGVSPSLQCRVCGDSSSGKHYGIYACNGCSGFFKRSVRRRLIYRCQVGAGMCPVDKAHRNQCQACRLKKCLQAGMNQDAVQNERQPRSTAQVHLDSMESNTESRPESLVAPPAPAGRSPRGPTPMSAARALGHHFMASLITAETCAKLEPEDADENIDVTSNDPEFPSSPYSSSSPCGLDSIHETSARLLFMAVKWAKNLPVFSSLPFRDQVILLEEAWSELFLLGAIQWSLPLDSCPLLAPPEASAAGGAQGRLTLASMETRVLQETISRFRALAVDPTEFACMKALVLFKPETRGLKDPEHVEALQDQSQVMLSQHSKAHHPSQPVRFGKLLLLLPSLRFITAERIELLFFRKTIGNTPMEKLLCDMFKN
#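 Test system: GST-NR2E3 and biotin-RetCOR proteins | Quantity: 1.35 nM GST-tagged NR2E3 final | Medium: Tris pH 7.5 | Also added: 7 nM biotin-RetCOR | Dosing: Compound at 4.8 µM, single dose | Timing: 5 h at 4 °C | Detection: Time-resolved FRET | Read-out basis: Percent inhibition | Benchmarks: Biotin wells as high control, 0.6% DMSO wells as low control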
# Shn3 inh set2: reduces Shn3 3'UTR luciferase signal in osteoblasts. Clone20 osteoblast Shn3 3'UTR firefly luciferase, 24 h. inhibition, % at 12.5 µM. actives 0.52% (n = 360,000). AID 588674;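 active means mean inhibition of at least 75% with every replicate also reaching 75%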;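 further: 0% = median of neutral control wells and 100% = pilot-screen positive control compound; some compounds past the cut are filed as inactive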
# iPSC survival up: hiPSC single-cell survival enhancement | survival enhancement, % at 20 µM | actives 0.044% (n = 360,000) | ATPlite luminescence; 100% = ROCK inhibitor wells, 0% = DMSO; in the data active means survival enhancement above about 18%;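 further: cells exposed to compounds for 16 hours before the ATP read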
# PDI inh: PDI (human) enzyme inhibition; inhibition, % at 10 µM; PDI insulin aggregation turbidity, A650, 90 min; actives 0.052% (n = 350,000);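 active means mean inhibition across replicates of 30% or more, whatever share of single replicates reach that level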;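 further: absorbance from insulin aggregation driven by PDI reduction with DTT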
# Peg3 prom inh: Peg3 promoter activity inhibition. actives 1.7% (n = 360,000). AID 588405. HeLa PEG-Prom luciferase reporter, luminescence, overnight. inhibition, % at 20 µM;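 active means inhibition of at least 50% at 20 µM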
# HIF-2a block: inhibitors of HIF-2a; 786-0 RCC cells HIF-2a reporter, luciferase luminescence, overnight; inhibition, % at 18.8 µM; actives 0.72% (n = 360,000); AID 624352;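 active means inhibition of the luminescence signal of 40% or more relative to plate controls, in a single-dose primary screen at 18.75 µM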
# NR2E3 ag-2: human photoreceptor-specific nuclear receptor agonism | Q9Y5X4 | actives 0.35% (n = 360,000) | CHO-S Gal4-NCOR/VP16-NR2E3 two-hybrid, luciferase | inhibition of corepressor binding, % at 3.98 µM | AID 602229;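 active means inhibition above the mean of all tested compounds plus 3 SD, cut at about 70% in these data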;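 further: 0% = DMSO with NR2E3 transfected cells and 100% = cells lacking NR2E3 construct; higher means lower luciferase signal from less NR2E3 corepressor binding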
# TRPM1 prom inh: MITF TRPM1 promoter inhibition in SK-MEL-5 cells | SK-MEL-5 TRPM1 promoter luciferase, 24 h | inhibition, % at 12.5 µM | actives 0.83% (n = 330,000) | AID 488899;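 active means mean inhibition across replicates of 60% or more, whatever share of single replicates reaches that level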; further: values of inactives mirror those of a sister screen read the other way
# * marks the source's active call; other numbers are inactive results; nt = not tested or not shown.
SMILES,HTR2A ag,Cardio protect,CaV13 ICDI inh,NR2E3 ag-1,Shn3 inh set2,iPSC survival up,PDI inh,Peg3 prom inh,HIF-2a block,NR2E3 ag-2,TRPM1 prom inh
Cc1cccc(-n2cc(-c3ccccc3)c3c(N4CCOCC4)ncnc32)c1,6.9,46.5,-19.6,-5.0,25.1,-0.6,0.5,68.9*,26.7,-0.9,8.5
COc1cccc(C(=O)OC(C)C(=O)Nc2ccc3c(c2)OCO3)c1 (stereo unspecified),1.4,-11.7,-5.3,1.5,70.5,-0.5,-1.3,-20.3,-20.5,-8.6,4.8
CCC(C(=O)OCc1csc(CC(=O)Nc2ccccc2C)n1)c1ccccc1 (stereo unspecified),-15.1,-7.5,-6.6,2.3,2.6,-2.9,-0.1,2.8,3.9,7.8,2.6
Cc1ccc(C(=O)NCC(c2ccc(F)cc2)N2CCOCC2)cc1 (stereo unspecified),-0.4,5.7,0.8,10.1,-4.5,-0.5,4.1,-7.8,-3.8,-24.8,11.6
CC1CCN(S(=O)(=O)c2ccc3c(c2)oc(=O)n3CC(=O)N2CCc3ccccc3C2)CC1,6.5,3.6,-5.0,-0.8,8.5,-2.3,-1.1,9.5,11.7,5.9,8.5
COc1ccccc1N1C(=O)C2C3C=CC(C3)C2(C)C1=O (stereo unspecified),-3.0,-4.8,nt,0.1,-27.7,0.7,9.0,-2.8,16.3,-8.6,11.9
CCCc1cc(N2CCCC(C(=O)Nc3cc(Cl)ccc3OC)C2)n2ncnc2n1 (stereo unspecified),1.7,-1.8,-4.9,-0.9,-17.7,-2.3,-8.8,17.9,-3.8,9.4,3.2
CCOc1ccc(C(=O)NC2CCN(C(=O)Nc3ccccc3OC)CC2)cc1,4.7,0.2,-3.9,1.2,2.2,1.7,-0.8,9.6,3.6,-23.9,12.3
Cc1ccc2occ(C(=O)c3ccco3)c(=O)c2c1,0.2,-6.2,-7.3,-4.5,-19.4,-0.5,-1.2,-72.1,-103.7,-7.8,-44.9
O=C(N/N=C\c1ccc(Oc2ccccc2)cc1)c1csnn1,-5.6,-6.4,-4.5,-0.1,-53.3,0.8,-8.0,-232.1,-174.8,-40.9,-12.2
CCn1nc(NC(=O)C2CCCO2)c2cc3cc(C)ccc3nc21 (stereo unspecified),-1.4,1.3,-12.1,-3.3,-15.7,-3.4,-18.7,-70.8,-131.9,-1.7,-20.6
Fc1ccccc1/C=N/n1cc(-c2ccccc2)[nH]c1=S,2.2,7.8,-1.8,4.0,-80.8,-0.5,-2.0,-171.3,-208.7,-22.3,-23.6
CCOC(=O)/C=c1\s/c(=C\c2ccc(C#N)cc2)c(=O)n1CC(=O)Nc1cccc(C)c1C,-1.3,9.4,nt,1.6,1.6,6.7,2.1,57.2*,11.4,-2.5,8.3
O=C(O)c1cn(C2CC2)c2cc(N3CCN(S(=O)(=O)c4ccc5c(c4)OCCO5)CC3)c(F)cc2c1=O,2.8,0.2,1.8,0.4,34.2,0.5,-2.9,28.8,17.5,22.5,27.4
CCOC(=O)c1nnc(-c2ccccc2)nc1NC,4.9,2.6,-5.2,0.3,-17.0,0.2,-12.1,-2.1,-32.7,2.6,-13.4

# Just PDI inh (two entries from above):
compound | PDI inh
CC1CCN(S(=O)(=O)c2ccc3c(c2)oc(=O)n3CC(=O)N2CCc3ccccc3C2)CC1 | -1.1
COc1ccccc1N1C(=O)C2C3C=CC(C3)C2(C)C1=O (stereo unspecified) | 9.0

# Continuation:
SMILES,HTR2A ag,Cardio protect,CaV13 ICDI inh,NR2E3 ag-1,Shn3 inh set2,iPSC survival up,PDI inh,Peg3 prom inh,HIF-2a block,NR2E3 ag-2,TRPM1 prom inh
CC(C)C1N(C(=O)CN2CCCC2)CCN1S(=O)(=O)c1ccccc1 (stereo unspecified),-1.3,10.4,nt,-1.5,5.4,-2.9,2.6,-12.8,7.9,-6.2,10.6
CSC1=NC2(CCCCC2)CC12C=CC(=O)C=C2,0.7,10.8,8.5,4.0,-0.6,-0.1,8.7,-5.3,9.8,-16.7,3.5
O=C(NC(=S)Nc1cccc2c(O)cccc12)c1ccco1,-1.3,-1.7,nt,1.7,1.8,-0.3,-5.0,-33.4,-120.7,-2.6,14.0
C=CCN(C(=O)c1csnn1)C(C(=O)NCc1ccc(F)cc1)c1sccc1C (stereo unspecified),0.7,6.1,-2.2,-4.5,-3.5,-0.6,-5.3,0.6,16.0,5.9,-8.4
CCCc1c(-c2ccccc2)ncn1Cc1ccccc1OC,-0.8,nt,-9.4,nt,nt,-0.1,nt,nt,-3.4,-11.4,nt
O=C(NC(=S)N1CCN(c2ccc(O)cc2)CC1)c1cccs1,-4.6,-1.7,-6.5,3.0,nt,-0.2,-3.7,4.6,-6.8,28.2,-8.8
O=C(NCCN1CCOCC1)C(=O)NCC1OCCN1S(=O)(=O)c1ccc(Cl)cc1 (stereo unspecified),-2.5,0.3,-13.1,nt,-39.4,-0.2,-1.8,11.8,15.2,0.6,nt
CC(=O)Nc1ccc(NC(=O)C(C)OC(=O)CC23CC4CC(CC(Br)(C4)C2)C3)cc1 (stereo unspecified),1.2,1.9,-5.7,nt,-31.3,-0.6,9.7,2.0,10.4,-3.8,-1.8
COc1cc(OC)cc(C(=O)NCC(=O)OCC(=O)Nc2ccc3c(c2)OCO3)c1,3.2,1.9,-5.2,1.8,-12.1,-0.6,-0.3,2.2,5.7,-5.0,7.8
O=C(CN1CCCCC1)Nc1nnc(-c2ccccc2)s1,-7.5,5.7,-3.5,-3.1,-8.1,-0.1,2.6,-88.8,-91.4,-17.6,-1.5
O=C(Nc1ccncc1)c1ccc(S(=O)(=O)Nc2ccccc2)cc1,5.3,-7.1,-2.9,-0.5,35.9,0.3,2.8,15.0,20.3,11.6,20.5
C(=C/c1nccc2c1[nH]c1ccccc12)/c1ccc2c(c1)OCO2,-7.3,5.5,-102.0,nt,25.7,0.3,12.0,-8.4,-224.6,-147.6,-24.6
O=S(=O)(c1ccccc1)N1CCc2ccccc21,1.7,-8.5,-2.3,6.6,-0.7,-0.4,1.6,5.9,17.5,-12.2,13.0
O=C(COC(=O)CCc1nc2ccccc2n1-c1ccccc1)Nc1cccc(Cl)c1,-4.1,-9.3,-10.4,-6.7,16.9,-0.1,-1.6,6.0,13.0,2.0,0.1
COc1ccc(CCC(=O)Nc2nc3c(s2)CN(C)CC3)cc1OC,-3.9,-9.8,-4.7,-2.8,-9.2,2.1,-1.2,7.0,11.9,-11.3,2.7
Cc1cccc(N(C(=O)c2csnn2)C(C(=O)NC(C)(C)C)c2ccncc2)c1 (stereo unspecified),-0.1,3.2,-7.8,2.9,-23.1,1.3,7.0,-19.3,12.8,7.4,-9.2
Cn1c(N)c(C(=O)COC(=O)C2CCCC2)c(=O)n(C)c1=O,-2.5,4.7,-2.6,-0.2,7.4,0.6,-1.9,16.8,7.6,-5.4,13.9
O=C1NC[C@H](Cc2ccccc2)N(C[C@H]2CCCN2C[C@H](Cc2ccccc2)N2C[C@H](Cc3ccccc3)N(CC3CCCCC3)C(=O)C2=O)C1=O,3.3,4.5,-5.4,nt,21.4,1.2,2.9,34.4,-52.2,23.2,11.1
COc1ccc(CCNC(=O)CCS(=O)(=O)c2ccc3c(c2)CCN3C(C)=O)cc1OC,-2.6,2.2,-5.4,2.4,-0.8,4.2,-7.0,8.2,4.1,-9.4,-1.7
CC(=O)Nc1ccc(NC(=O)CSc2nnc(NC(=O)C3CC(=O)N(c4ccc(F)cc4)C3)s2)cc1 (stereo unspecified),-7.7,3.8,-6.1,1.1,0.0,-0.4,-0.2,-0.3,6.6,-18.7,1.0
O=C(NCCN1CCOCC1)c1csc2c1CCCCC2,-3.2,-3.8,-8.9,0.6,-7.9,-1.0,9.1,1.5,-5.0,-21.6,-4.4
COc1cccc(NC(=O)COC(=O)C2=NN(c3ccccc3)C(=O)CC2)c1,1.5,7.9,-5.2,nt,7.4,-0.3,4.3,9.3,5.7,-30.5,2.7
Cc1ccc(N2C(=O)CSC2c2cccnc2)cc1F (stereo unspecified),1.0,-0.3,-8.0,0.7,44.6,1.2,-2.1,-11.5,-4.1,-32.0,-3.3
CCc1cc(C=NC2CCCCC2)c(O)s1,-4.5,2.1,-5.2,-0.2,-49.4,-1.4,-4.2,-214.9,-195.5,-91.2,-71.9
CC(C)CCN1CCN(Cc2ccoc2)CC1CCO (stereo unspecified),3.6,-8.3,-1.5,-0.6,-7.6,-0.9,8.8,5.2,6.7,1.0,6.1
CN1C(=O)CC(Sc2ncccc2C(=O)O)C1=O (stereo unspecified),15.0*,3.3,-5.4,1.2,-0.6,-1.1,1.6,13.8,-10.7,-3.3,3.0
Cc1ccccc1OCc1nnc(SCC(=O)Nc2ccc(N3CCOCC3)cc2)n1C,-2.7,1.4,-4.4,0.5,16.3,-0.3,-1.4,-16.2,-17.3,8.7,-8.7
CCC(Oc1ccccc1F)C(=O)NCCN1CCOCC1 (stereo unspecified),-0.6,-7.6,-3.8,3.6,-22.6,2.3,0.4,6.7,5.3,17.8,1.5
COc1ccccc1C(=O)NNC(=O)c1ccc(Cl)cc1,-0.2,-7.0,-4.4,8.4,-16.7,-0.7,1.4,-44.3,-77.6,-63.2,-12.2
CCOC(=O)c1nnn(-c2nonc2N)c1COc1ccccc1,3.5,-8.3,nt,-0.5,-5.2,-2.8,0.5,5.4,14.4,-6.0,-5.2
O=S(=O)(NCC(c1ccc2c(c1)OCO2)N1CCOCC1)c1ccccc1 (stereo unspecified),7.0,-1.5,-5.7,-0.2,5.6,-0.5,4.8,9.3,8.0,-19.8,10.4
O=c1[nH]c2ccc(Cl)cc2c(O)c1Cc1ccccc1,-1.3,-3.4,-3.4,3.6,-7.1,-0.9,-4.7,5.4,-5.5,-15.7,6.1
CCNS(=O)(=O)c1ccc(-c2ccc(-n3cnnn3)cc2)cc1,-0.6,-0.2,7.9,2.6,9.3,-0.6,1.1,5.8,2.3,-11.8,-6.3
COc1cc(CC(=O)NCc2ccc3c(c2)OCO3)cc(OC)c1OC,1.6,2.9,-3.8,2.6,7.2,-1.5,15.1,17.5,13.9,6.8,15.8
CC(C)CCN1C(Nc2ccccc2)=NC[C@@H]1Cc1ccccc1,-2.7,-2.1,-9.6,4.3,27.8,-0.3,-2.5,-1.9,13.4,-10.0,-3.3
CCOC(=O)C1CCN(C(=O)COc2cccc3ccccc23)CC1,7.1,-1.0,-2.9,5.2,-25.0,4.2,-4.4,-32.0,5.2,-36.2,-2.4
